# D1 antagonist = blocks dopamine activation of the human D1 receptor; activity change, negative = inhibition, % at 10 µM; HEK293 TREx D1 cells, calcium flux, dopamine EC80; hits give low values; actives 3.2% (n = 360,000); P21728; AID 504652; in the data active = activity change below about -30%; also: % is scaled to controls: 0 for no effect and ±100 for the full control effect
#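 After overnight tetracycline induction at 30 C, force-coupled D1 HEK293 cells took up a no-wash calcium dye at room temperature. Compounds were added and monitored 180 s, and the response to EC80 dopamine was then recorded.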
# TRHR enhancer = allosteric enhancers of human TRH receptor. P34981. TRHR cells, fluo-8 calcium fluorescence, EC20 TRH enhancement. enhancement, % at 2 µM. actives 0.66% (n = 360,000); in the data active = enhancement above about 30%; also: 0% is about no effect
#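 Enhancer read-out: after compound pinning and an initial kinetic agonist-mode read, an EC20 of TRH (10 nM final) was injected and fluo-8 calcium signal (Ex 480/Em 530) followed at 1 s/cycle for 100 cycles in TRHR-expressing cells.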
# TRHR ag = activates the human TRH receptor | TRHR cells, calcium flux fluo-8, FDSS agonist mode | activation, % at 2 µM | P34981 | actives 0.18% (n = 360,000); in the data active = activation above about 30%; also: 0% is about no effect
#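 TRHR-expressing cells loaded with fluo-8 calcium dye; 23 nL library compound pin-transferred, kinetic FDSS fluorescence (Ex 480/Em 530) recorded about 180 s for agonist-induced calcium release, before a 10 nM TRH EC20 addition for potentiator mode.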
# RXFP1 antag = blocks the human relaxin receptor RXFP1; HEK293-RXFP1, relaxin-stimulated cAMP HTRF, 30 min; hits give low values; activity change, negative = inhibition, % at 57.5 µM; actives 0.59% (n = 350,000);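 active = activity change of -60% or lower, but not beyond a set lower limit; inconclusive = change between -60% and -40%, or beyond the set limit; inactive = change above -40%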; also: % is scaled to controls: 0 for no effect and ±100 for the full control effect
# Target sequence (Q9HBX9 whole entry, looked up): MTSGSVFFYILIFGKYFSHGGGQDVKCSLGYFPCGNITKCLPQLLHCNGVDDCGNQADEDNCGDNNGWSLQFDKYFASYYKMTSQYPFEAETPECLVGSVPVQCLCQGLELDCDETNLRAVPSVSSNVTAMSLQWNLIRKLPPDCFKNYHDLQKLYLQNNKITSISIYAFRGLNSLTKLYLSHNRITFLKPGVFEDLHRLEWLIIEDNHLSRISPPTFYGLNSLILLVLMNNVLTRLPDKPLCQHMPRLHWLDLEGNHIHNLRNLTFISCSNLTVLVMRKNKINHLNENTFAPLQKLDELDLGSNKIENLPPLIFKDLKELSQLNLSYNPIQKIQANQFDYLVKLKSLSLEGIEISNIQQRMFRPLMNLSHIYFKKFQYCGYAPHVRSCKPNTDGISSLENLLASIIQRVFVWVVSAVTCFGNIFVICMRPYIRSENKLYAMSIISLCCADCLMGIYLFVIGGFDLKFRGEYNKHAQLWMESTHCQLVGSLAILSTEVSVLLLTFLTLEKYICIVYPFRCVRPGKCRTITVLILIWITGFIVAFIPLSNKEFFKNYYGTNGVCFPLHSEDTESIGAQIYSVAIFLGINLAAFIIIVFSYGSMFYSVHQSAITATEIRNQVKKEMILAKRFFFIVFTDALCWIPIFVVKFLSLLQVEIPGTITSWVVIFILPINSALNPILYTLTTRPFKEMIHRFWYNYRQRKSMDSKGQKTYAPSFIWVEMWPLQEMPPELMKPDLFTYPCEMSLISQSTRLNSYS
# D2 potentiator = D2 dopamine receptor (human) potentiation | P14416 | HEK293 T-REx D2, calcium flux, EC20 dopamine potentiation | potentiation, % at 10 µM | actives 0.34% (n = 340,000);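 active = potentiation over 3 SD above the plate norm, cut at about 30% in these data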; also: 0% is about no effect
#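 Using a no-wash calcium dye in inducible, force-coupled HEK293 Trex cells expressing D2, we tracked fluorescence each second for 180 s after compound, then for 180 s after EC20 dopamine to detect augmented signalling.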
# RXFP1 ag = activates the human relaxin receptor RXFP1. actives 0.3% (n = 370,000). Q9HBX9. Potency, µM (top dose mostly 57.5 µM), without a hit: top-dose activation, actives largely listed as activators. HEK293T-RXFP1 cAMP TR-FRET, 30 min; response scale: percent of porcine relaxin response, buffer zero; also: potency is read from the fitted curve at half-maximal effect; % is scaled to controls: 0 for no effect and ±100 for the full control effect; nearly all actives have a fitted effect of over 60% in size; many of its hits are not listed in these tables
#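 cAMP rise read by TR-FRET after 30 min, 37C compound exposure (up to 58 uM) in RXFP1-transfected HEK293 cells with Ro 20174 present. EC50 from Hill-equation fits, with 29 nM porcine relaxin as 100% and buffer as basal.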
# D1 potentiator = human D1 dopamine receptor positive modulation; AID 504651; P21728; potentiation, % at 10 µM; HEK293 TREx D1 cells, calcium flux, dopamine EC20 potentiation; actives 0.036% (n = 360,000); in the data active = potentiation above about 30%; also: 0% is about no effect
# D1 ag = activates the human D1 dopamine receptor. P21728. HEK293 T-REx D1 cells, calcium flux, agonist mode. activation, % at 2 µM. actives 1% (n = 360,000). AID 504660; in the data active = activation above about 30%; also: 0% is about no effect
#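 Agonism was scored from calcium flux recorded over 180 s (1 read/s) after pintool compound addition, following a 10-cycle baseline. Cells were inducible force-coupled HEK293 TREx D1, plated overnight at 30 C and loaded with no-wash calcium dye.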
# Apoferritin bind = candidate novel general anesthetic via apoferritin binding; P02791; apoferritin/1-aminoanthracene competitive binding, fluorescence; Potency, µM (doses to about 77.5 µM), for the others: at the top dose activity change, negative = displacement, usual class: inhibitors; actives 0.074% (n = 350,000); AID 485281; also: potency is read from the fitted curve at half-maximal effect; % is scaled to controls: 0 for no effect and ±100 for the full control effect; nearly all actives have a fitted effect of over 20% in size
# Target sequence (P02791 2-175 limits assumed): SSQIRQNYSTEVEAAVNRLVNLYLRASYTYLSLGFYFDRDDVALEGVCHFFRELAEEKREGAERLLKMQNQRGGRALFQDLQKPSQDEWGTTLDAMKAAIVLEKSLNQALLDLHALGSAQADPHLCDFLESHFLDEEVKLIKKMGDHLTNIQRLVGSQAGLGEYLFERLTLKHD
#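 Horse-spleen apoferritin (10 uM) was mixed with 50% saturated 1-aminoanthracene in PBS, exposed to compounds for 10 min at room temperature, and read for fluorescence (ex 380 nm, em 535 nm). Competitive displacement was fitted with a four-parameter Hill equation.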
# * hit, by the source's call; ? = inconclusive; . = no result given; & = joins results of further samples; [ ] = remark or other dose. Unless noted, calls follow the shape of the dose curve; as a rule, active = well fitted curve in the direction sought with a large enough effect; inconclusive = small, poorly fitted or top-dose-only effect, or another doubt; inactive = no such curve, though single readings can be large; an effect the other way counts as inactive or inconclusive. An excerpt; count on the stated rates, not on these rows.
D1 antagonist	TRHR enhancer	TRHR ag	RXFP1 antag	D2 potentiator	RXFP1 ag	D1 potentiator	D1 ag	Apoferritin bind	Molecule
-18.7	-1.4	-0.8	-1.9	0.3	0.9%	-3.0	-1.1	-10.8%	O=c1[nH]c(SCc2ccc([N+](=O)[O-])cc2)nc2[nH]ncc12
-0.5	7.1	1.7	8.2	3.9	1.3%	-5.3	2.4	-6.9%	CCOC(=O)c1ccc(Nc2cnc3ccccc3n2)cc1
-16.7	-0.9	0.1	-25.5	.	1.6%	3.3	0.2	-2.2%	O=C(CCl)Nc1cn(-c2ccccc2)nc1-c1ccc(F)cc1
5.9	0.7	0.2	-19.5	-3.7	0.1%	-2.0	11.7	-13.9%	CCOC(=O)C1(CCOc2ccccc2)CCN(Cc2cc(OC)cc(OC)c2)CC1
-5.0	-2.8	-0.3	-10.9	-3.5	3.1%	-2.0	4.3	.	COCCn1c(C)cc(/C=C(\C#N)C(=O)OC(C)C(=O)Nc2ccc(NC(C)=O)cc2)c1C (stereo not given)
-5.4	0.2	0.8	-3.0	.	-1.2%	-1.6	4.2	-1.6%	COc1ccc(/C=C/C(=O)N2CCC(C(N)=O)CC2)cc1S(=O)(=O)N1CCOCC1
-5.0	-0.5	-0.4	-20.0	.	3.9%	-0.5	0.5	4.9%	CCN(c1ccc(OC)cc1)S(=O)(=O)c1nnc(NC(=O)c2ccc(C)cc2)s1
-7.1	0.1	0.2	0.7	.	0.4%	-1.0	2.2	-1.5%	CCCc1nn2c(=O)cc(CSCC(=O)Nc3ccc(F)cc3)nc2s1
0.8	4.5	1.1	-6.7	13.5	1.8%	1.4	10.9	0.0%	CSc1nnc(C)c(=O)n1COC(=O)c1ccc(S(=O)(=O)N(C)C)cc1
-24.2	-2.4	-0.4	-17.7	11.0	1.3%	-7.6	2.2	-13.7%	COc1ccccc1Cn1c(=S)[nH]c2cc(C(=O)N3CCCC3)ccc2c1=O
-14.5	-0.4	-0.1	6.4	-10.2	-0.4%	-5.0	6.3	-9.8%	N/C(=N\N=C\c1ccc2c(c1)OCO2)c1nonc1N
-10.0	5.7	-0.5	-10.9	30.0*	0.4%	-7.7	0.6	8.4%	O=C(c1ccc2c(=O)n(CCc3ccccc3)c(=O)[nH]c2c1)N1CCN(c2ccccc2)CC1

# Next part, overlapping the part above by 3 compounds.
D1 antagonist	TRHR enhancer	TRHR ag	RXFP1 antag	D2 potentiator	RXFP1 ag	D1 potentiator	D1 ag	Apoferritin bind	Molecule
-24.2	-2.4	-0.4	-17.7	11.0	1.3%	-7.6	2.2	-13.7%	COc1ccccc1Cn1c(=S)[nH]c2cc(C(=O)N3CCCC3)ccc2c1=O
-14.5	-0.4	-0.1	6.4	-10.2	-0.4%	-5.0	6.3	-9.8%	N/C(=N\N=C\c1ccc2c(c1)OCO2)c1nonc1N
-10.0	5.7	-0.5	-10.9	30.0*	0.4%	-7.7	0.6	8.4%	O=C(c1ccc2c(=O)n(CCc3ccccc3)c(=O)[nH]c2c1)N1CCN(c2ccccc2)CC1
-4.8	-3.0	0.9	-5.1	-4.0	1.3%	0.2	5.1	-7.2%	CC(C)c1cc2cc3ccc(=O)oc3cc2o1
-15.8	5.2	0.6	-1.1	-4.6	0.5%	-3.4	5.9	-15.0%	CCn1ncc(C(=O)Nc2cccc(Cl)c2)c1C
17.4	-1.2	0.7	-19.6	.	4.3%	-4.8	2.2	-4.0%	Cc1ccccc1C(=O)NC1CCN(CC(=O)NC2CCCCC2)CC1
-11.6	-3.5	0.3	7.1	-2.0	16.1%	-0.7	1.9	-8.2%	Cc1nnc(NC(=O)C2(c3ccccc3)CCOCC2)s1
-14.2	-1.0	-1.0	-1.7	-1.1	1.9%	-1.8	2.5	1.0%	CC(C)(C)c1cc(C(=O)Nc2ccccc2)ccn1
8.5	4.5	0.0	-1.4	12.9	0.0%	-3.5	0.3	-11.0%	COc1ccc(NC(=O)c2ccccc2NC(=O)c2ccccc2C(=O)O)c(OC)c1
17.2	-0.2	-0.5	-6.2	-3.7	-2.6%	-7.8	0.3	-5.9%	COc1ccccc1N(CC(=O)NCC1CCCO1)C(=O)CNS(=O)(=O)c1ccc(C)cc1 (stereo not given)
0.0	-7.7	0.1	-7.6	-9.2	-0.2%	-6.5	38.9*	-15.5%	N#CCCN(CCN1CCCC1)S(=O)(=O)c1ccc(-c2ccc([N+](=O)[O-])cc2)cc1
6.9	-3.1	0.2	0.9	-15.5	0.6%	-0.4	0.7	-3.1%	CCN(CC)CCn1c2ccccc2c2nc(C)sc21
-0.4	-8.3	-0.8	-7.9	-6.0	0.3%	5.1	4.4	.	CCN(Cc1nc2cc(Cl)ccc2c(=O)[nH]1)C(=O)c1cc(C2CC2)nn1-c1ccccc1
-6.2	-0.6	8.1	-21.9	11.4	-0.3%	-2.1	37.2*	-23.2%	FC(F)(F)c1cccnc1Oc1ccc(C2=NCCS2)cc1
1.1	-3.7	0.8	-26.1	2.0	?	4.3	2.4	-9.3%	O=C(Cc1ccccc1)Nc1sc2c(c1C(=O)Nc1cccc(Cl)c1)CCCCC2
16.4	-6.7	-0.1	-1.1	-7.7	9.7%	0.2	2.8	?	CC(C)Sc1ncnc2c1oc1ccccc12
-6.2	0.3	0.3	-30.6	-13.1	0.5%	-5.8	1.9	?	O=C(Nc1ccc(Cc2ccncc2)cc1)c1ccco1
-2.6	7.8	2.4	.	16.3	1.7%	-3.0	0.7	?	Cc1[nH]c2ccccc2c1C1(O)C(=O)N(Cc2ccccc2Cl)c2ccccc21 (stereo not given)
7.1	8.6	0.3	3.5	7.6	2.9%	-7.0	-0.6	-3.7%	O=C(NC1CC2CCCC(C1)N2C(=S)Nc1ccc(Cl)cc1)C1CC1 (stereo not given)
3.2	0.0	0.2	8.6	-0.4	?	2.4	2.7	-20.0%	CCOc1ccc(C2C(C#N)=C(N)SC(N)=C2C#N)c(OCC)c1
16.7	1.8	-0.2	-2.9	-19.5	4.8%	2.8	0.7	2.7%	Nc1ccc2nc(CCCO)[nH]c2c1
-13.2	-0.6	-1.1	0.1	5.2	1.1%	-0.3	-0.5	-5.1%	CCCCOc1ccccc1C(=O)N(Cc1sccc1C)C1CCS(=O)(=O)C1 (stereo not given)
14.2	-0.9	-0.3	-12.6	4.0	0.6%	-5.9	1.4	-11.4%	O=C(CN1CCN(Cc2ccccc2F)C1=O)NCc1ccco1
21.3	0.6	-0.4	-3.4	9.0	3.4%	4.3	3.9	-0.6%	COc1c(Br)cc2c(C)c(C(=O)N3CCOCC3)oc2c1Br
-15.8	-2.6	-0.2	-3.0	-8.5	1.6%	4.5	8.7	-11.9%	O=C(c1ccc(CN2CCOCC2)cc1)N1CCN(c2cccc(Cl)c2)CC1
1.9	11.0	0.6	-1.9	-2.0	0.1%	-1.1	1.7	-4.2%	Cc1cc(=O)[nH]c(N/N=C/c2ccc(C)o2)n1
22.1	-4.4	0.0	2.2	-6.2	0.3%	2.5	1.2	-19.4%	O=C(NC(=S)NCc1ccccc1)C1CC1
-3.0&9.4	-2.9&5.2	0.3&-0.3	-17.7&4.1	-1.7&-1.3	-1.8%&-0.4%	-3.3&0.9	4.6&2.2	60.2%&67.9%[activator]	COc1ccc(Cn2c(CCC(=O)Nc3ccc(C)c(C)c3)nc3cccnc32)cc1
-0.2	-3.9	-0.7	-0.7	-7.6	2.0%	-11.8	4.5	0.8%	Nc1nnn(CC(=O)N/N=C/c2cccc(Cl)c2)n1
30.7	-1.2	-0.1	-8.9	0.5	1.6%	-0.5	1.4	-14.0%	CCOC(=O)c1ccc(OCC(=O)c2ccc(O)cc2O)cc1
-2.6	3.7	0.7	3.1	-2.9	0.6%	-1.2	1.4	-5.3%	O=C(Nc1ccccc1)N1CCN(c2ccccn2)CC1
2.8	-2.3	0.1	6.1	11.0	14.9%	-4.4	-0.2	4.3%	Cn1ncc(Br)c1C(=O)Nc1ccc(Cl)cn1
-0.4	-3.5	0.1	5.1	-1.5	3.4%	5.2	-0.8	-0.9%	CC(C(c1cccs1)c1c(N)n(C)c(=O)n(C)c1=O)[N+](=O)[O-] (stereo not given)
-8.7	2.1	-0.4	-6.0	14.7	0.9%	-3.0	-0.9	?	CC1CCc2sc(C(=O)N/N=C/C3CCCCC3)cc2C1 (stereo not given)
-29.2	-2.9	2.1	.	1.8	-0.1%	-7.5	4.9	5.5%	Cc1cccc(-n2c(SCC(=O)Nc3cccc(S(=O)(=O)NC4=NCCCCC4)c3)nc3ccccc3c2=O)c1C
-8.7	-0.5	2.5	6.5	-2.5	-0.2%	-0.9	1.5	687.0%[activator]	COc1ccc2nc(N3CCCC(O)C3)c(C#N)cc2c1 (stereo not given)
-3.8	3.5	-0.1	-21.8	5.4	0.4%	1.1	-0.4	-4.6%	COc1ccc(-c2csc(Nc3ncccc3C)n2)cc1OC
-18.1	-6.0	0.1	-25.1	-1.9	1.6%	-2.2	0.4	-0.7%	CC(=O)CCc1c(C)[nH]c2ccccc2c1=O
0.6	4.3	-0.5	-4.6	14.2	5.9%	3.5	1.1	?	COc1ccccc1CNS(=O)(=O)c1cccs1
-19.4	2.0	-0.3	-28.9	7.4	0.2%	2.0	11.9	-19.0%	N/C(Cc1cccc2ccccc12)=N\OC(=O)Cc1cccs1
0.4	-2.1	-0.2	-9.1	6.0	-1.1%	-2.2	1.5	.	COc1cc(/C=C2\SC(=S)N(CC(=O)O)C2=O)ccc1OS(=O)(=O)c1ccc(C)cc1
5.4&-3.1	-10.8&7.7	0.0&-0.6	19.2	4.5&13.6	0.6%&1.3%	-7.6&-3.8	1.2&0.2	-4.5%&-8.6%	CC(C)OC(=O)C1C2C=CC3(CN(CC4CCCO4)C(=O)C13)O2 (stereo not given)
4.8	4.1	0.3	-8.3	2.6	-0.6%	-2.9	-0.5	-14.8%	COCCNC(=O)Cn1c(=O)c2cccn2c2ccc(F)cc21
-13.0	2.9	0.3	10.8	3.5	-0.1%	.	1.8	-11.7%	Cn1c(=O)c2c(SCC(=O)c3ccccc3)nc(C3CC3)nc2n(C)c1=O
1.0	11.7	2.0	-8.1	-0.9	3.8%	-4.8	2.6	-16.9%	O=C(N/N=C/c1cccc(F)c1)NC1CCCCC1
20.0	-0.8	1.2	-5.0	1.6	12.6%	1.4	-0.8	-1.5%	CN(C)S(=O)(=O)c1ccc(C(=O)Nc2nnc(SCc3cccc4ccccc34)s2)cc1

# High-throughput results deposited in PubChem by National Center for Advancing Translational Sciences (NCATS).
